# Mcl1-Bid inh: Mcl-1/Bid interaction inhibition; Q07820; TR-FRET Mcl-1/Bid-Dy647 peptide binding, 1536-well; inhibition, % at 21.7 µM; hit rate 0.97% among 220,000; AID 1021;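 active = compounds that cut the binding signal by more than half at the single screening dose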;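 also: His-tagged Mcl-1 with europium anti-His antibody binding Bid BH3 peptide; 0% = Mcl-1 plus peptide wells and 100% = peptide-only wells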
# Target sequence (Q07820 whole entry, looked up): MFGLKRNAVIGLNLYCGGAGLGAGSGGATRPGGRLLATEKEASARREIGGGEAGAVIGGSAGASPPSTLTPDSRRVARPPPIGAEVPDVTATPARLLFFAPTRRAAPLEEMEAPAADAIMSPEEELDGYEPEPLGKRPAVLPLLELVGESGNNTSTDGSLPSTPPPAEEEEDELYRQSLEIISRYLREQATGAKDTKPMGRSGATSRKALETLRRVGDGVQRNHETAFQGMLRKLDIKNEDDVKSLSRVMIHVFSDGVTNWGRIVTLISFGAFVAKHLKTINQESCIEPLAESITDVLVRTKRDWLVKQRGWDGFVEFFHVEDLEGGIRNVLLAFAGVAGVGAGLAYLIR
# Cdc42 wt: changes GTP binding to wildtype human Cdc42 | P60953 | GST-Cdc42 beads, Bodipy-GTP binding, flow cytometry; actives lie on both sides | percent activity (GTP binding), % at 10 µM | hit rate 0.2% among 190,000 | AID 761;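 active = percent activity GTP binding at least 20 points away from the 100% baseline, either down as inhibitor or up as activator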;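 also: median bead fluorescence of bound Bodipy-FL-GTP at 100 nM; 0% = excess unlabeled GTP control and 100% = no compound control; below 100% means less GTP binding so inhibitor and above means activator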
# Target sequence (P60953 whole entry, looked up): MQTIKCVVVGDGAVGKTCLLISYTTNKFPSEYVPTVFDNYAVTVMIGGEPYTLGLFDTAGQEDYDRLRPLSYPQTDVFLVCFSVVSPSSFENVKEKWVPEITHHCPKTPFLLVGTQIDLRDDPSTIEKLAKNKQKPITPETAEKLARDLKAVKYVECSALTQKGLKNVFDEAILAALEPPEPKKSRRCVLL
# Mcl1 Noxa PPI: disrupts binding of human Mcl-1 to Noxa peptide; AID 1022; hit rate 1.5% among 220,000; Q07820; TR-FRET Mcl-1/Noxa peptide binding, 2 h; inhibition, % at 21.7 µM;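 active = compounds that cut the protein-peptide binding signal by more than 50% relative to plate controls in a single-dose test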;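 also: His-tagged Mcl-1 with rhodamine Noxa BH3 peptide and terbium anti-His antibody; 0% = Mcl-1 plus Noxa peptide wells and 100% = peptide-only wells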
# Pf gametocyte: P. falciparum stage V gametocyte viability inhibition; P. falciparum stage V gametocytes, ATP luminescence, 24 h; inhibition, % at 10.9 µM; hit rate 0.065% among 150,000; AID 743093;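 active = inhibition above the mean plus 3 SD of compounds within the control limits, set per campaign, cut at about 38% in these data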;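 also: 0% = DMSO wells and 100% = medium only without gametocytes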
# Rac1 wt modul: alters GTP binding to wildtype human Rac1 | GTP binding activity (% of control), % at 10 µM | hit rate 0.27% among 190,000 | AID 757 | GST-Rac1 beads, fluorescent GTP binding, flow cytometry; actives lie on both sides; 0 = cold GTP competed, 100 = untreated | P63000;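 active = GTP binding activity at least 20 points away from the 100% control level, either lower or higher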
# HRas wt GTP bind: human HRas wildtype GTP binding, change in either direction; P01112; GST-Ras wt beads, Bodipy-FL-GTP binding, flow cytometry; actives lie on both sides; GTP binding activity, % at 10 µM; hit rate 0.14% among 190,000; AID 759;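 active = GTP binding activity at least 20% away from the 100% baseline, either lowered as inhibitor or raised as activator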;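 also: 0% = unlabeled GTP competition control and 100% = no-compound control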
# Rab7 wt GTP bind: modulators of GTP binding to dog Rab7 wildtype GTPase; hit rate 0.055% among 190,000; GTP binding activity (percent of control), % at 10 µM; GST-Rab7 beads, fluorescent GTP binding, flow cytometry; actives lie on both sides; untreated = 100%, excess cold GTP = 0%; AID 758;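 active = fluorescent GTP binding to Rab7 beads changed by at least 20 points from the 100% baseline, either direction, mostly lower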;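 also: median green fluorescence of bound Bodipy-FL-GTP per Rab7 bead population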
# Mcl-1 Bim block: inhibitors of Bim-Mcl-1 interaction, human | Q07820 | Bead-based flow cytometry, Bim peptide-Mcl-1 binding | inhibition, % at 10 µM | hit rate 0.1% among 190,000 | AID 1009; in the data active = inhibition above about 40%;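 also: 0% = no compound tracer wells and 100% = peptide blocker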
# Rab2A wt mod: changes GTP binding to wildtype dog Rab2A, up or down. P61105. GST-Rab2 wt beads, Bodipy-GTP binding, flow cytometry. hit rate 0.19% among 190,000. GTP binding activity, % at 10 µM. AID 760;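 active = GTP binding activity at least 20 points away from 100%, either lowered or raised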;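 also: 0% = beads with excess unlabeled GTP and 100% = no-compound control corrected for plate trend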
# RGS8-Gao: modulates binding of RGS8 to human Galphao | P09471 | multiplexed bead flow cytometry; actives lie on both sides | response (percent of control binding), % at 10 µM | hit rate 0.34% among 220,000; in the data active = response below about 60% or above about 140%; inactive = in between;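 also: Galphao activated as the GDP aluminium fluoride complex binding bead-coupled RGS8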
# Target sequence (P09471 whole entry, looked up): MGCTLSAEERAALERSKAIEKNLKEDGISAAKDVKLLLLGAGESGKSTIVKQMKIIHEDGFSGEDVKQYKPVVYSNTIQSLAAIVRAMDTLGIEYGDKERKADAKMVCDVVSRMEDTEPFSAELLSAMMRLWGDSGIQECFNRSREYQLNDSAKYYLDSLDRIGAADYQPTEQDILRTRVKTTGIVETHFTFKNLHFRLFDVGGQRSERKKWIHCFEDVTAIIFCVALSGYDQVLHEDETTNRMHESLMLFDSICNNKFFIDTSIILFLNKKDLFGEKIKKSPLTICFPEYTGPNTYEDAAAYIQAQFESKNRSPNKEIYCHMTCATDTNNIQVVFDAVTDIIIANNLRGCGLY
# Rac1 act GTP bind: alters GTP binding to activated mutant human Rac1; hit rate 0.11% among 190,000; GST-Rac1 activated beads, fluorescent GTP binding, flow cytometry; actives lie on both sides; 100% means binding = to untreated wells; percent activity (GTP binding), % at 10 µM; P63000;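 active = GTP binding at least 20 percentage points away from the 100% baseline, in either direction, so actives lie on both sides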
# Numbers without * were called inactive; / = not tested or not shown.
SMILES,Mcl1-Bid inh,Cdc42 wt,Mcl1 Noxa PPI,Pf gametocyte,Rac1 wt modul,HRas wt GTP bind,Rab7 wt GTP bind,Mcl-1 Bim block,Rab2A wt mod,RGS8-Gao,Rac1 act GTP bind
CS(=O)(=O)N(CC(=O)NCc1ccccn1)c1ccc2c(c1)OCCO2,-10,105,-9,/,102,104,104,0,106,98,103
Cc1nn(-c2ccccc2)c(Cl)c1/C=N/NS(=O)(=O)c1ccc(Br)cc1,-61,98,19,/,99,99,99,-1,96,102,96
CCC(c1nnnn1C(C)(C)CC)N(CCN1CCOCC1)Cc1cc2cc(C)ccc2[nH]c1=O (stereo unspecified),-40,105,11,-7,116,102,104,1,100,99,98
NS(=O)(=O)c1cc(C(=O)OCC(=O)Nc2ccccc2[N+](=O)[O-])ccc1Cl,-2,95,5,/,97,96,107,0,97,102,91
Cc1ccc(C(=O)O)cc1-n1c(C)cc(C=O)c1C,-18,101,9,-18,105,97,98,0,97,99,96
Cc1ccc2[nH]c(=O)c(C(c3nnnn3CC3CCCO3)N3CCCc4ccccc43)cc2c1 (stereo unspecified),-15,97,-3,-8,101,98,95,4,97,99,98
Cn1c(SCC(=O)NC2CCCC2)nc2cccnc21,-23,102,-3,/,100,101,97,0,99,101,97
Cc1c(C#N)c2ncn(CC#N)c(=O)c2n1-c1ccccc1,-23,103,3,-33,103,100,101,-3,100,103,99
Clc1ccccc1OCCN1CCCCC1,20,103,16,/,103,100,99,-3,101,103,100
Cc1ccc(-n2nnnc2SCC(=O)NCCC2=CCCCC2)c(C)c1,-40,93,-3,14,94,94,93,-1,91,105,90
COCCNC(=O)NC12CC3CC(CC(C3)C1)C2,-11,98,-2,-14,98,98,103,0,99,108,97
Cc1ccc2c(C)nc(/N=C(\N)NC(=O)N3c4ccccc4Sc4ccccc43)nc2c1,-23,99,-16,-15,101,94,94,-5,98,101,97
Cc1ccc(CNC(=O)COC(=O)c2c(C)noc2C)cc1,-11,99,1,/,100,100,101,-4,101,132,97
O=C(Nc1ccc(OC(F)(F)F)cc1)c1n[nH]c(Cn2cncn2)n1,-6,95,17,15,102,100,103,-5,99,95,97
CCC(C)c1ccc(O)c(/C=N/O)c1 (stereo unspecified),7,100,19,/,101,99,99,0,98,90,98
CCOC(=O)N1CCN(C2=NC3(CCCCC3)C(C#N)C(=O)N2)CC1 (stereo unspecified),0,98,-14,9,107,96,96,-2,97,82,99
O=C(Nc1ccccc1C(=O)OCn1nnc2ccccc2c1=O)c1ccco1,0,98,18,/,96,99,96,-3,95,101,95
O=C(CCSc1nnc(-c2ccco2)o1)Nc1ccc(F)cc1,-6,96,4,/,96,94,92,0,95,109,97
COc1ccc(OC)c(C2C(C#N)=C(N)Oc3c2c(C)nn3-c2ccc(C)cc2)c1 (stereo unspecified),-74,98,13,6,103,100,97,3,97,97,99
CCn1ncc(C2=NOC(C(=O)NCc3ccccc3)C2)c1C (stereo unspecified),-16,97,10,16,101,98,98,-1,98,109,95
Nc1ccc2[nH]ncc2c1,-24,93,23,/,92,90,94,3,91,96,95
Cc1ccc(S(=O)(=O)N2CCN(C(C(=O)Nc3ccc(F)cc3)c3ccccc3)CC2)cc1 (stereo unspecified),4,101,30,17,104,97,98,-6,99,97,98
O=C(O)c1ccc(NCc2ccc3c(c2)OCO3)cc1,-18,98,0,/,99,99,98,-3,98,98,96
CCCSc1nnc(N2C(=O)CC(c3ccsc3)C3=C2CCCC3=O)s1 (stereo unspecified),-19,102,13,/,106,100,102,0,101,97,99
CCCCC(=O)c1c(O)c2ccccc2oc1=O,15,97,1,/,102,99,96,-6,97,96,94
COc1ccc(/C=C/C(=O)c2ccccn2)cc1,-23,95,7,3,95,95,105,-2,96,102,92
CN(C)CCCNS(=O)(=O)c1ccc(Cl)s1,12,99,11,-20,99,100,95,1,98,103,94
O=c1c(-c2ccc3c(c2)OCCO3)coc2c(CN3CCOCC3)c(O)ccc12,-3,103,21,/,101,102,103,3,101,106,101
Cc1ccccc1OCC(=O)NC(=S)Nc1ccc2c3c(cccc13)CC2,-16,105,14,/,107,103,100,-3,101,103,102
Cc1ccc(-n2c(C)cc(C(=O)CSc3nnnn3C)c2C)cc1,-11,95,-8,-38,91,96,93,-3,94,101,92
O=S(=O)(c1cccs1)N1CCN(c2ncccn2)CC1,8,97,1,/,99,97,102,-4,97,103,98
CC(NC(=O)CSc1nnc(-c2cccc(S(=O)(=O)N3CCCCC3)c2)o1)C12CC3CC(CC(C3)C1)C2 (stereo unspecified),-21,98,7,/,101,100,98,-4,99,98,96
COc1nnc(-c2ccc(N3CCOCC3)c(NC(C)=O)c2)c2ccccc12,-85,99,13,-8,95,100,99,3,97,104,94
CC(C)C[C@@H](CN(C)N=O)N(C[C@H](Cc1ccccc1)N(CCc1ccccc1)N=O)N=O,-9,95,14,6,96,96,98,0,97,98,96
Cc1ccc(C2=NN(S(C)(=O)=O)C(c3cccs3)C2)cc1 (stereo unspecified),-28,102,-1,/,101,103,97,0,105,101,99
CCn1c(CCNC(=O)c2ccc(OC)c(OC)c2)nc2ccccc21,7,103,3,7,104,102,99,-11,100,103,100
Cc1ccc(OC(=O)c2cccc(S(=O)(=O)N(C)C)c2)c(-n2nc3ccccc3n2)c1,-5,101,5,20,101,104,106,-2,101,104,96
CC1CCN(S(=O)(=O)c2cccc(C(=O)Nc3nccs3)c2)CC1,5,102,15,/,102,101,101,-3,103,101,99
O=C(/C=C/c1ccccc1)N/C(=C\c1ccco1)C(=O)NCCO,-24,103,11,/,102,102,99,0,102,98,101
CC(=O)NNc1cccc(Cl)n1,-23,107,6,22,103,105,104,0,105,102,103
CC1CCC(C(C)C)C2=C1C(C#N)(C#N)C(C#N)(C#N)C(c1ccccc1)N2 (stereo unspecified),-36,93,56*,-12,100,96,94,0,97,90,93
CC(C)C(NC(=O)c1ccccc1)c1nnc(SCC(=O)Nc2nccs2)n1C (stereo unspecified),-11,90,12,14,91,90,90,-2,93,108,91
COc1ccc(S(=O)(=O)N(C)CC(=O)N2CCC(C)CC2)cc1Cl,6,95,2,-12,101,97,94,-4,97,97,98
CC(=O)c1cccc(NC(=O)Nc2ccc(C)cc2)c1,-11,100,12,/,104,98,100,-4,101,100,99
Nc1c(O)ccc2c1C(=O)c1ccccc1C2=O,-23,99,78*,22,97,94,97,0,94,101,96
COCCn1c(=O)[nH]c(=O)c2c(C(F)(F)F)cc(-c3cccs3)nc21,-53,104,-6,-9,102,98,99,-3,99,84,99
CCNc1nc(NCC)n2c(SCC(=O)N(CC)C3CCCCC3)nnc2n1,-8,99,-2,-13,100,99,96,-24,96,76,102
CCn1c(CCNC(=O)c2ccc(Cl)cc2Cl)n[nH]c1=S,-16,102,14,/,108,104,101,-1,103,101,103
CC(C)C(=O)Nc1cccc2nsnc12,-3,101,14,/,106,102,104,1,101,99,96
CCN(CC)S(=O)(=O)c1ccc(Cl)c(NC(=O)COC(=O)c2cc(-c3ccccc3Cl)nc3ccccc23)c1,-32,106,1,1,107,102,102,-28,99,102,100
Cc1cc(/C=N/O)c(C)n1-c1ccc(Br)cc1,-3,102,33,-1,104,101,100,-6,102,97,101
Brc1cccc(OCCCCN2CCCCC2)c1,-5,104,32,-29,107,105,109,-4,105,104,102
O=C(CSc1ccccc1C(=O)NCc1ccccc1)NC1CCCCCCC1,-100,95,13,6,96,95,99,-3,97,95,96
CCOC(=O)c1c(C)[nH]c(C(=O)Cn2c(=O)c3c(ncn3CC)n(Cc3ccccc3)c2=O)c1C,-19,101,-16,-18,103,101,102,-3,102,102,100
Nn1c(SCC(=O)Nc2nc3ccccc3s2)nncc1=O,-95,98,23,-18,102,100,95,-2,98,101,97
COCCN1C(=O)/C(=C/c2ccc(OCc3ccc(C(=O)O)cc3)c(OC)c2)SC1=Nc1ccccc1,-57,96,64*,-34,98,97,100,-1,94,100,93
COc1ccc(OCC(=O)N2c3ccc(C)cc3C3CN(C)CCC32)cc1 (stereo unspecified),-15,99,-15,0,100,99,103,0,100,106,97
COc1ccccc1C/C(N)=N/OC(=O)c1ccco1,-23,98,5,6,99,99,104,-1,100,96,96
C=CCC(Nc1ccco1)c1ccccc1 (stereo unspecified),-4,101,24,/,104,102,101,0,100,101,100
CCOC(=O)N1CCC(N(C(=O)Nc2ccc(Cl)c(Cl)c2)C(C)CC)CC1 (stereo unspecified),-15,100,-2,/,103,99,97,1,96,102,98

# As a short view, some entries already given.
SMILES,Mcl1-Bid inh,Cdc42 wt,Mcl1 Noxa PPI,Pf gametocyte,Rac1 wt modul,HRas wt GTP bind,Rab7 wt GTP bind,Mcl-1 Bim block,Rab2A wt mod,RGS8-Gao,Rac1 act GTP bind
COc1ccccc1C/C(N)=N/OC(=O)c1ccco1,-23,98,5,6,99,99,104,-1,100,96,96
C=CCC(Nc1ccco1)c1ccccc1 (stereo unspecified),-4,101,24,/,104,102,101,0,100,101,100
CCOC(=O)N1CCC(N(C(=O)Nc2ccc(Cl)c(Cl)c2)C(C)CC)CC1 (stereo unspecified),-15,100,-2,/,103,99,97,1,96,102,98

# More results
SMILES,Mcl1-Bid inh,Cdc42 wt,Mcl1 Noxa PPI,Pf gametocyte,Rac1 wt modul,HRas wt GTP bind,Rab7 wt GTP bind,Mcl-1 Bim block,Rab2A wt mod,RGS8-Gao,Rac1 act GTP bind
O=c1c2sccc2[nH]c(=S)n1Cc1ccccc1,-70,97,33,12,104,99,103,-5,98,78,99
CC(C)NC(=O)C1CCN(C2CCN(C(=O)c3cc4c(s3)CCCCC4)CC2)CC1,-38,97,-2,/,101,101,107,1,101,99,98
COC(=O)Nc1ccc([N+](=O)[O-])cc1OC,8,101,3,17,97,98,100,-4,98,99,96
CC(C)C(=O)Nc1ccc(NC(=O)c2ccco2)cn1,17,102,17,/,105,99,101,9,100,93,98
CC(=O)Nc1ccc2nc(NC(=O)c3cccnc3)sc2c1,12,105,23,/,104,101,110,0,99,103,100
CN(c1cccc(Cl)c1)S(=O)(=O)c1cccc(C(=O)Nc2ccc3c(c2)CCC3)c1,-1,97,-7,-7,102,98,94,-1,98,101,99
CCCN1CCC(NC(=S)Nc2ccc(C(=O)OCC)cc2)CC1,84*,104,0,19,104,103,102,-5,100,98,99
Nc1nnc(SC2CC(=O)N(c3ccccc3)C2=O)s1 (stereo unspecified),-110,104,18,/,101,104,101,-3,100,87,97
Cc1ccc(C(=O)N2CCN(c3ccccc3)CC2)cc1S(=O)(=O)N1CCCC1,-30,103,16,/,103,103,101,-6,99,99,100
CC(C)N1CCC(N2CCN(C3CCCCC3)CC2CCO)CC1 (stereo unspecified),-49,99,-5,13,106,100,101,1,98,103,97
S=C(NN=C(C1CC1)C1CC1)Nc1ccccc1,-53,101,-22,-17,102,101,100,0,100,104,100
Cc1c(Br)c(C(F)(F)F)nn1CC(=O)NCc1ccco1,-15,102,12,/,99,101,96,-2,99,103,95

# From PubChem BioAssay
